# From PubChem BioAssay
# GRP78 ERSR act: inducers of ER stress response in human glioma cells | actives 0.02% (n = 420,000) | AID 602332 | U87-MG GRP78 promoter luciferase reporter, 16 h | Potency, µM, without a hit: top-dose activation, hits mostly activators; further: potency means the concentration at half of the fitted maximal effect; series mostly up to about 76 µM; % of control where 0% means no effect; nearly all actives have a fitted effect of over 35% in size
#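 Stably transfected U87-MG glioma cells carrying a GRP78-based luciferase sensor; 16 h compound incubation. Luminescence end-point read 10 min after Bright-Glo addition at room temperature.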
# LDHA inh: LDHA (human) enzyme inhibition | P00338 | purified LDHA, NADH/diaphorase-resazurin fluorescence; hits give low values | activity change, % (values are at about 110 or 230 µM) | actives 0.15% (n = 480,000); in the data active means activity change below about -30%; inconclusive means mostly about -25% to -30%;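 further: plate controls were DMSO wells for no effect and wells without enzyme for full effect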
#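 Remaining NADH was detected by diaphorase (0.133 mg/mL) converting 37 µM resazurin to fluorescent resorufin, read at 0 and 20 minutes. The preceding 5-minute room-temperature reaction used 2 nM LDHA, 0.2 mM sodium pyruvate and 0.06 mM NADH at pH 7.4.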
# Pol eta inh: DNA polymerase eta (human) inhibition; recombinant Pol eta, fluorescent DNA replication assay; Potency, µM (top dose mostly 114 µM), for the others: at the top dose activity change, negative = inhibition, actives largely listed as inhibitors; actives 1.2% (n = 390,000); AID 588591; further: potency means the concentration at half of the fitted maximal effect; on the % scale 0 is the no-effect control and ±100 the full control effect
# Target sequence (Q9Y253 whole entry, looked up): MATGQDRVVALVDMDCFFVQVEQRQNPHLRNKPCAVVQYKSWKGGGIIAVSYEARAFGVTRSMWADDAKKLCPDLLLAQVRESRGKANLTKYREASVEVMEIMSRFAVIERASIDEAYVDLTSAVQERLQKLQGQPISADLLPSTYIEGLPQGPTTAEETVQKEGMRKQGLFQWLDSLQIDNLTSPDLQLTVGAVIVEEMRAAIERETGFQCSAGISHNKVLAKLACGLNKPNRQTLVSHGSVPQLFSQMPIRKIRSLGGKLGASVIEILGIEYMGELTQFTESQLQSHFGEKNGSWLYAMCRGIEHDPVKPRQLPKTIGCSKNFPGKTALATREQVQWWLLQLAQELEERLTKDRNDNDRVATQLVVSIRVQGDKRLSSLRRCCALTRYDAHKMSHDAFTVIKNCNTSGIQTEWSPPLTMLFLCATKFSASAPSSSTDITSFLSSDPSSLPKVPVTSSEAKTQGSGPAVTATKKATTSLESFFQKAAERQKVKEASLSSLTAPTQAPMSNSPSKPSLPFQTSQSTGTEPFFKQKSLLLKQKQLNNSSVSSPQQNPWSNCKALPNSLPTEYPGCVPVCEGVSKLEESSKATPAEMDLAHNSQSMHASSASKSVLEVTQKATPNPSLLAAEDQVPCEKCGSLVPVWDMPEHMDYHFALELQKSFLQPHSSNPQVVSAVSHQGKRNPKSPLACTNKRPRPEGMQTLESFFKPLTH
#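 Pol eta at 10 nM preincubated with compounds 15 min at room temperature; reaction started with fluorescent substrate (50 nM final) and read kinetically at 0 and 10 min.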
# Starred values were filed as active, the others as inactive; ? = inconclusive. Unless noted, the call rests on the fitted dose curve; in most records, active means well fitted curve in the direction sought with a large enough effect; inconclusive means small, poorly fitted or top-dose-only effect, or another doubt; inactive means no such curve, though single readings can be large; an effect the other way counts as inactive or inconclusive. The list is partial. The share of hits here may be higher or lower than overall.
SMILES,GRP78 ERSR act,LDHA inh,Pol eta inh
Cc1cc(C)c(C)c(S(=O)(=O)N2CCC(C(=O)NCc3cccs3)CC2)c1C,-2%,-4,-13%
CCN(CC(=O)Nc1cc(Cl)ccc1C)CC(=O)NC1CC1,-5%,-6,-2%
C/C=C/c1ccc2c(c1)O[C@H](CN(C)C(=O)NC1CCCC1)[C@H](C)CN([C@H](C)CO)S2(=O)=O,-6%,-13,1%
COc1ccc(N2CCN(C(=O)CSc3nnc(C4CC4)n3C3CC3)CC2)cc1,0%,-1,-2%
C[C@@H]1CN([C@H](C)CO)S(=O)(=O)c2ccc(C#Cc3ccccc3F)cc2O[C@H]1CN(C)C(=O)c1ccc2c(c1)OCO2,-5%,2,-11%
CC(=O)N1N=C(c2ccc(Br)cc2)CC1c1ccc(Br)cc1 (configuration not stated),4%,-1,-18%
COc1ccc(NC(=O)CN(C)C(=O)c2cc(C)oc2C)cc1,-6%,-2,-2%
Nc1nc(N2CCCCC2)c2ncn(C3OC(CO)C(O)C3O)c2n1 (configuration not stated),-1%,-1,-15%
O=C(CCN1CCCCC1)Nc1ccc(F)c(F)c1,-2%,-1,-5%
CCOC(=O)C1(CCCc2ccccc2)CCN(C(=O)c2n[nH]c(CC)c2C)CC1,-2%,3,-11%
O=[N+]([O-])c1cccc(N=NNc2cccc([N+](=O)[O-])c2)c1,-2%,-6,-1%
CCCCN1C(=O)C(CC(=O)NCCc2ccccn2)CC(C(=O)N(C(C)C)C(C)C)=C1C (configuration not stated),-4%,0,-9%
COc1ccc(CCNC(=O)c2cc(S(=O)(=O)N3CCc4ccccc43)ccc2F)cc1OC,-2%,-4,-14%
Cc1cccc(NC(=O)COC(=O)CN2C(=O)c3ccccc3C2=O)c1C,-1%,-1,-20%
O=C1C=C(c2ccc(CO)cc2)C[C@@H](c2ccc(F)cc2)C1,-1%,-1,-5%
Cc1ccccc1N(CC(=O)N1CCN(Cc2ccccc2)CC1)S(C)(=O)=O,-4%,-7,-19%
Cc1ccnc(NCc2cc(Cl)cc(Cl)c2O)c1,-3%,0,-12%
Nc1ccn([C@@H]2O[C@H](CNCc3cc(Br)ccc3OCc3ccccc3)[C@@H](O)[C@H]2O)c(=O)n1,0%,-14,-11%
CC(=O)Nc1ccc2c(=O)n(-c3ccccc3)sc2c1,-13%,-14,-13%
Cc1ccnc(NCc2cc(Cl)ccc2O)c1,-3%,-2,-13%
O=C(NCc1ccco1)c1ccc(CS(=O)c2ccccc2Cl)o1 (configuration not stated),1%,-7,-14%
CC(S(=O)(=O)c1ccccc1)S(=O)(=O)c1ccccc1,5%,-12,-13%
C[C@@H]1CN([C@H](C)CO)C(=O)CCCn2cc(nn2)CO[C@H]1CN(C)C(=O)Nc1cccc(Oc2ccccn2)c1,-5%,-7,-4%
N#Cc1ccsc1NC(=O)CSc1nnc(NC2CC2)s1,-2%,3,-21%
COc1cc2c(cc1N)-c1ccc(N)cc1C2=O,-4%,-11,?
CN1OC[C@@H]2CN[C@H](c3ccc(-c4ccccc4)cc3)C[C@@H]21,0%,-23,1%
O=C(NCC(=O)N1CCN(C(c2ccccc2)c2ccccc2)CC1)c1ccccc1Br,-3%,2,-14%
O=C1CSC(=S)N1N=Cc1c(F)cccc1Cl,-4%,-5,-7%
CCN(CC)C(=O)C1=C(C)N(Cc2ccc(OC)cc2)C(=O)C(CC(=O)NC2CCCC2)C1 (configuration not stated),-3%,3,3%
O=C(C[C@H]1C(=O)N(Cc2ccccc2)C[C@@H]1c1ccc(Br)cc1)Nc1ccc(Br)cc1,1%,0,-23%
C[C@H](CO)N1C[C@H](C)[C@@H](CN(C)C(=O)Nc2cccc(Oc3ccccn3)c2)OCc2cnnn2CCCC1=O,-2%,2,-10%
Cc1nc(-c2cccc(NC(=O)c3ccc(Cl)c(S(=O)(=O)N4CCCC4)c3)c2)cs1,-1%,3,-12%
CC(=O)c1c(C)[nH]c(C(=O)OCC(=O)c2ccc(Br)cc2)c1C,0%,1,-15%
C[C@H](CO)N1C[C@H](C)[C@@H](CN(C)Cc2ccc(O)cc2)OCc2cnnn2CCCC1=O,0%,-17,-10%
COc1ccc([C@H]2C[C@H](n3cc(C4CC4)nn3)[C@@H](O)CN2CC2CCCCC2)cc1,1%,3,-16%
CCc1ccc(CN2CCC(Oc3cc(C(=O)NC4CC4)ccc3OC)CC2)cc1,-4%,-2,-8%
CCC(C)c1ccc(S(=O)(=O)N2CCN(C(=O)CN3C(=O)NC(C)(C4CC4)C3=O)CC2)cc1 (configuration not stated),-5%,1,-12%
CCOC(=O)c1c(C)[nH]c(C(=O)OCC(=O)NCc2ccco2)c1C,2%,-8,-12%
COc1ccc(C(=O)OCC(=O)c2ccco2)cc1[N+](=O)[O-],-1%,-10,?
CN(N=Cc1ccccc1O)c1ccc2ccccc2n1,-2%,3,-8%
Cc1ccc(S(=O)(=O)N2C[C@@H](C)[C@]3(C2)[C@H](O)[C@H](OC(=O)NCc2ccco2)C[C@H]2C(=O)N(c4ccccc4)C(=O)[C@H]23)cc1,0%,-2,-15%
O=C(O)Cc1ccc2c(c1)Cc1cccnc1O2,0%,0,-12%
CN(C)c1ccc(C=C2SC(=S)N(Cc3ccco3)C2=O)cc1,-4%,1,?
CNC(=O)C[C@H]1C(=O)N(CCc2ccccc2)C[C@@H]1Cc1ccccc1,4%,-2,-24%
CC(=Cc1ccccc1)C(=O)c1ccccc1,-3%,-2,-5%
CC1=C(C(=O)N2CCOCC2)CC(CC(=O)NCCN2CCOCC2)C(=O)N1Cc1ccccc1 (configuration not stated),-3%,-12,-10%
CC1CCCN(S(=O)(=O)c2ccc3[nH]c(=O)cc(C(=O)NCCCN4CCCCCC4)c3c2)C1 (configuration not stated),-1%,-5,-18%
CCOC(=O)C1CC(c2ccccc2)=NN1c1ccccc1 (configuration not stated),0%,-1,-18%
C[C@H](CO)N1C[C@H](C)[C@@H](CN(C)S(=O)(=O)c2cccc(C#N)c2)OCc2cnnn2CCCC1=O,0%,-12,3%
CSc1ncccc1C(=O)N1CCCC(Nc2ccc(F)c(F)c2)C1 (configuration not stated),-6%,1,-9%

# Entries above containing a thiophene ring, fused or not (two):
SMILES,GRP78 ERSR act,LDHA inh,Pol eta inh
Cc1cc(C)c(C)c(S(=O)(=O)N2CCC(C(=O)NCc3cccs3)CC2)c1C,-2%,-4,-13%
N#Cc1ccsc1NC(=O)CSc1nnc(NC2CC2)s1,-2%,3,-21%

# (list continues)
SMILES,GRP78 ERSR act,LDHA inh,Pol eta inh
O=S1(=O)CC(c2ccccc2)=NN=C(c2ccccc2)C1,-3%,-1,-19%
O=C(c1ccoc1)N1CCN(c2cc(-c3ccccc3)nc3cc(-c4ccc(Br)cc4)nn23)CC1,0%,-8,1%
O=[N+]([O-])c1ccc(NN=C(C2CC2)C2CC2)c([N+](=O)[O-])c1,-1%,-2,-8%
CCOC(=O)CCCCCC(=O)Nc1ccc2c(c1)C(=O)N([C@H](C)CO)C[C@H](C)[C@@H](CN(C)C(=O)Nc1ccccc1)OCCCC[C@@H](C)O2,-6%,-17,6%
CCOc1ccccc1NC(=O)CCNC(=O)C1CCN(S(=O)(=O)c2ccccc2)CC1,-6%,0,-4%
Cc1cccc(S(=O)(=O)N(C)C[C@@H]2OCc3cn(nn3)CCCC(=O)N([C@H](C)CO)C[C@H]2C)c1,-7%,-10,6%
C[C@@H]1CN([C@H](C)CO)C(=O)CCCn2nncc2CO[C@H]1CN(C)C(=O)Nc1cccc(Oc2ccccn2)c1,-3%,-16,?
CN1CCN(C(=O)C[C@@H]2C[C@H]3c4cc(NC(=O)c5cccnc5)ccc4O[C@H]3[C@H](CO)O2)CC1,-3%,-2,-20%
O=C(O)c1ccccc1-c1ccccc1C(=O)Nc1ccc2c(c1)C(O)c1ccccc1-2 (configuration not stated),-2%,-11,-17%
c1ccc(-c2nnc3oc(-c4cccs4)nn23)cc1,-4%,4,-15%

# One compound at a time, as listed above. Screens in order: GRP78 ERSR act	LDHA inh	Pol eta inh
# C[C@@H]1CN([C@H](C)CO)C(=O)CCCn2nncc2CO[C@H]1CN(C)C(=O)Nc1cccc(Oc2ccccn2)c1 as listed: -3%	-16	?
# O=C(c1ccoc1)N1CCN(c2cc(-c3ccccc3)nc3cc(-c4ccc(Br)cc4)nn23)CC1 as listed: 0%	-8	1%
# c1ccc(-c2nnc3oc(-c4cccs4)nn23)cc1 as listed: -4%	4	-15%

# Later entries:
SMILES,GRP78 ERSR act,LDHA inh,Pol eta inh
Cc1ccc(C(=O)Nc2ccc3nc(C)sc3c2)o1,-4%,-4,4%
Cc1ccc(SCc2c(C(=O)N/N=C/c3cccs3)nnn2-c2nonc2N)cc1,-5%,-5,-2%
C#CCN(C[C@@H]1[C@@H](OC(=O)NCCCCCC)[C@@H](OC(=O)NCCCCCC)Cn2c(=O)ccc(=O)n21)S(=O)(=O)c1ccc(C)cc1,-13%,-2,-12%
Cc1ccc(NC(=O)c2sc3nc(N4CCOCC4)c4c(c3c2N)CCCC4)cc1,1%,1,-4%
COc1ccc(C(=O)Cn2c(NCCCO)nc3ccccc32)cc1,1%,-3,-9%
O=C(NNc1ccccc1)OCc1ccccc1,-5%,-2,-9%
Cc1nc2nc(C(F)(F)F)[nH]c2nc1C,-6%,-3,-14%
CSc1ccc(/C=N/NC(=O)c2ccc3nc[nH]c3c2)cc1,0%,-5,-5%
CC(C)Oc1ccc(S(=O)(=O)N2CCOCC2)cc1NC(=O)CSc1nnc(C2CC2)n1C,-3%,-2,-19%
CCCCn1c(=S)[nH]c2c(=O)n(C)c(=O)n(C)c21,-5%,-2,1%
COc1ccc(CNC(=O)N2[C@H]3CC[C@@H]2C=C(c2ccc(F)cc2OCc2ccccc2)C3)cc1OC,-5%,-7,-12%
COc1ccccc1S(=O)(=O)N(C)C[C@H]1OCc2cnnn2CCCC(=O)N([C@@H](C)CO)C[C@H]1C,-4%,3,3%
Cc1ccccc1NC(=O)Cc1nc(COC(=O)C(C)(C)Oc2ccc(Cl)cc2)cs1,-4%,-1,?
C[C@@H]1CN([C@@H](C)CO)C(=O)CCCn2nncc2CO[C@H]1CN(C)Cc1ccccc1C(F)(F)F,2%,-5,-20%
Cc1cccc2cc(C#N)c(NCCNC(=O)c3ccccc3)nc12,-1%,-11,-11%
CCCCCC(=O)N1C[C@H](n2cc(COC(=O)c3ccccc3)nn2)[C@@H](O)C[C@@H]1c1ccc(Cl)cc1,-1%,3,-16%
Cc1ccc(S(=O)(=O)N(C)C[C@@H]2Oc3ncc(Br)cc3C(=O)N([C@H](C)CO)C[C@@H]2C)cc1,-7%,-14,-2%
COc1ccc(CN2C(=O)C(CC(=O)NCCN3CCOCC3)CC(C(=O)N(C(C)C)C(C)C)=C2C)cc1 (configuration not stated),-6%,1,-2%
N#CCCN(Cc1ccccc1)C(=O)CCC(=O)c1ccc(F)cc1,-3%,-6,?
O=C1[C@H]2[C@@H](c3ccc(C(F)(F)F)cc3)N[C@]3(CCCN(Cc4ccc(Cl)cc4)C3=O)[C@H]2C(=O)N1Cc1ccccc1,-4%,2,-3%
CN1C(=O)[C@H]2[C@@H](c3ccc(C(F)(F)F)cc3)N[C@]3(CCCN(CC4CCCCC4)C3=O)[C@H]2C1=O,-1%,2,-4%
CCc1ccc(NC(=O)CSc2nc(C)cs2)cc1,0%,1,-9%
COc1ccc(CN2C(=O)C(CC(=O)NCc3cccc4ccccc34)CC(C(=O)N3CCOCC3)=C2C)cc1 (configuration not stated),-5%,1,-12%
Cc1c(NC(=O)c2cc3ccccc3o2)cccc1-n1cnnn1,-2%,-9,-17%
CC1=C(C(=O)N(C(C)C)C(C)C)CC(CC(=O)NC2CCCCC2)C(=O)N1Cc1ccccc1 (configuration not stated),5%,-34*,-8%
NC(=O)Cc1ccc(OCc2nn[nH]n2)cc1,-3%,-10,?
C[C@@H]1CCCCO[C@H](CN(C)Cc2ccc3c(c2)OCO3)[C@@H](C)CN([C@H](C)CO)C(=O)c2cc(NC(=O)c3ccccc3)ccc2O1,2%,0,-9%
CCN(CC)C(=O)C1=C(C)N(Cc2ccccc2)C(=O)C(CC(=O)NC2CCCCC2)C1 (configuration not stated),-1%,-3,-1%
CNC(=O)C[C@H]1C(=O)N(C2CCCCC2)C[C@@H]1c1ccc(Br)cc1,-4%,-10,-14%
Cc1ccc(N(C)S(=O)(=O)c2cccc(C(=O)OCC(=O)N(C)Cc3ccccc3)c2)cc1,-1%,-8,?
CC(C)OC(=O)N(C)C[C@H]1OCc2cnnn2CCCC(=O)N([C@H](C)CO)C[C@H]1C,-2%,-11,-2%
Brc1ccc2c(c1)-c1ccccc1C1=NCCN12,?,0,9%
C[C@H](O)CNC(=O)c1[nH]cnc1C(=O)N[C@@H](C)c1ccccc1,-1%,-1,-6%
CCc1ccc(/C=C2\SC(=S)N(CCCC(=O)NC3=NCCS3)C2=O)cc1,-13%,-9,-2%
O=C(NCCN1CCOCC1)c1ccc2c(c1)N(Cc1cccc(Cl)c1)C(=O)c1ccccc1S2(=O)=O,-1%,0,-4%
